FadD28 FP inh: inhibitors of FadD28 bisubstrate probe binding, primary screen, biochemical, fluorescence polarization, single point. inhibition, % at 12.5 µM. 360,000 tested, 0.22% active. AID 588549, 2011; in the data active means inhibition above about 8.5%, passing the limit was not always enough; inconclusive means no clear call, values can overlap the other calls
BoNT-F LC inh: BoNT/F light chain protease inhibitors, primary screen, biochemical, flow cytometry, MLPCN library; Botulinum neurotoxin type F light chain protease (Clostridium botulinum); Multiplex microsphere protease cleavage assay; inhibition, % at 10 µM; 360,000 tested, 0.22% active; in the data active means inhibition above about 35%, passing the limit was not always enough; inconclusive means no clear call, values can overlap the other calls; further: plate controls were buffer without enzyme for full effect and enzyme alone for no effect
CCHF vOTU inh: CCHFV vOTU protease inhibitors, primary screen, biochemical, Pep-AMC substrate, fluorescence; Crimean-Congo hemorrhagic fever virus L polyprotein viral ovarian tumor (vOTU) protease …; inhibition, % at 11.5 µM; 370,000 tested, 0.55% active; further: 0% = vehicle wells with enzyme and 100% = no enzyme wells
BoNT-A LC inh2: BoNT/A light chain protease inhibitors, primary screen, biochemical, flow cytometry, MLPCN library | inhibition, % at 10 µM | AID 588499, 2011 | multiplex microsphere protease substrate cleavage | 360,000 tested, 0.17% active; in the data active means inhibition above about 30%; inconclusive means no clear call, values can overlap the other calls; further: plate controls were buffer without enzyme for full effect and enzyme alone for no effect
Mtb BioA inh: M. tuberculosis BioA enzyme inhibitors, primary screen, biochemical, plate reader, single point, HTS; 360,000 tested, 0.096% active; purified M. tuberculosis BioA enzyme; 7,8-diaminopelargonic acid synthase BioA (Mycobacterium tuberculosis); inhibition, % at 9.99 µM; in the data active means inhibition above about 40%; inconclusive means no clear call, values can overlap the other calls
Mtb UGM inh: M. tuberculosis UGM enzyme inhibitors, primary screen, biochemical, fluorescence polarization, single point. 320,000 tested, 0.06% active. inhibition, % at 10 µM. purified UGM, fluorescence polarization probe displacement. UDP-galactopyranose mutase (Mycobacterium tuberculosis (strain ATCC 25618 / H37Rv)), …. AID 504406, 2011; in the data active means inhibition above about 10%, passing the limit was not always enough; inconclusive means no clear call, values can overlap the other calls
Target sequence (P9WIQ1 whole entry, looked up): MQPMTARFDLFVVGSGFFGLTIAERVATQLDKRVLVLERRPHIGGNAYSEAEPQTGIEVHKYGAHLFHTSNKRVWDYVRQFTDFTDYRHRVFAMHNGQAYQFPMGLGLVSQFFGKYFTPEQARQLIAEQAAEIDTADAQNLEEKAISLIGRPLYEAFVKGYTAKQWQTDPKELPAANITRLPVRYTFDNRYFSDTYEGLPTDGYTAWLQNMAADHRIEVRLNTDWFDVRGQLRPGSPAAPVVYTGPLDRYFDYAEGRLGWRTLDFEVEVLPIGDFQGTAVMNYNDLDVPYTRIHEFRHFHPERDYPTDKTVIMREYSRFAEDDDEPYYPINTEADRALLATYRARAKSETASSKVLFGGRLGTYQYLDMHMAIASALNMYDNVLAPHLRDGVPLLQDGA
GDH-TPI counter: GDH-TPI coupling enzyme inhibitors, primary screen, artefact control for M. tuberculosis FBA inhibitor project, biochemical, absorbance, full deck; GDH-TPI coupled enzyme counterscreen, NADH absorbance; 360,000 tested, 1.2% active; inhibition, % at 4.8 µM;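 further: 0% = DMSO wells and 100% = wells lacking the enzyme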
PrPC surface inh: inhibitors of human cell surface prion protein PrPC, primary screen, cell-based, TR-FRET; TR-FRET read-out; inhibition, % at 13.8 µM; 370,000 tested, 0.43% active; in the data active means inhibition above about 24%; further: 0% = median of the test wells and 100% = reference compound wells
Mtb FBA inh: Mtb FBA enzyme inhibitors, primary screen, biochemical, fluorescence, strain H37Rv | Fructose-bisphosphate aldolase (Mycobacterium tuberculosis (strain ATCC 25618 / H37Rv)), … | purified M. tuberculosis FBA, fluorescence read-out | 360,000 tested, 2.3% active | inhibition, % at 1 µM; in the data active means inhibition above about 27%;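 further: 0% = vehicle and 100% = reference inhibitor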
Target sequence (P9WQA3 whole entry, looked up): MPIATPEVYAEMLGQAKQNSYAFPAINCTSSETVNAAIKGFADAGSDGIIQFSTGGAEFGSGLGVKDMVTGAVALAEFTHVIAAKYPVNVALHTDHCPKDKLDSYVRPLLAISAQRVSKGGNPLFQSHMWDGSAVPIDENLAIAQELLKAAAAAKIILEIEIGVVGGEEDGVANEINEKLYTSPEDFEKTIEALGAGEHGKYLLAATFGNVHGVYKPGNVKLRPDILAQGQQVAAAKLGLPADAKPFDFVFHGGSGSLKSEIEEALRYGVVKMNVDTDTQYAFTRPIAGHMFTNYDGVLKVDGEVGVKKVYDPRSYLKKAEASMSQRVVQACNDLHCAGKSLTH
* marks the source's active call; other numbers are inactive results; u = inconclusive; x = no result given. Unless noted, no stated cut-off is given here; in the data, active means inhibition above about 30%; inactive means the rest.

SMILES	FadD28 FP inh	BoNT-F LC inh	CCHF vOTU inh	BoNT-A LC inh2	Mtb BioA inh	Mtb UGM inh	GDH-TPI counter	PrPC surface inh	Mtb FBA inh
Oc1ccc2ccccc2c1C=NC1CCCCC1	0.8	-6.8	18.8	-1.0	x	4.4	6.4	-13.7	2.9
COc1ccccc1CNC(=O)COC(=O)c1cccc(S(=O)(=O)N2CCCCC2)c1	-1.9	1.6	-3.9	0.7	-0.4	0.4	4.5	-3.2	2.0
CN(c1ccccc1)S(=O)(=O)c1cc(C(=O)OCC(=O)N2CCN(C(=O)c3ccco3)CC2)ccc1Cl	-3.9	-9.7	-2.0	-0.5	x	0.9	-3.4	4.0	-0.1
CCN(C(=O)COC(=O)c1nc2nc(C)cc(C)n2n1)C1CCS(=O)(=O)C1 (configuration not stated)	-3.4	-9.0	-7.1	-1.0	-0.7	-0.4	0.0	-0.4	-3.5
C/C(N)=C(/C#N)C(=O)COC(=O)CNS(=O)(=O)c1ccc2ccccc2c1	-4.8	-4.6	-3.4	-0.8	x	-0.7	-2.3	2.6	-2.0
O=[N+]([O-])c1ccc(COc2cccc(CNc3ccc(F)cc3)c2)cc1	1.5	-17.6	-8.3	-1.8	x	x	0.7	4.1	-2.9
CCN=c1sc2ccccc2n1CC(O)COc1ccccc1 (configuration not stated)	-2.8	-1.4	13.9	0.1	x	-1.4	0.8	-3.9	0.3
c1ccc(-c2nccc(-c3ccc(-n4cnc5ccccc54)cc3)n2)cc1	-0.8	5.2	-0.2	0.2	-2.6	-1.0	8.4	-0.7	-6.7
COc1ccc(NS(=O)(=O)c2cccc(C(=O)N/N=C(/C)c3ccc(-n4ccnc4)cc3)c2)cc1	-2.7	-3.8	17.6	0.0	x	x	12.4	-5.9	-1.5
Clc1ccc(-c2nc(Cc3ccccc3)no2)cc1	1.8	5.7	0.9	0.0	-0.1	-0.7	4.4	0.8	-2.1
CC(=O)C[C@@H](O)CC(=O)[C@H]1OC(=O)CCCCCCc2ccccc21	-1.1	4.9	-5.5	0.3	-0.6	1.2	-1.8	0.3	0.4
Oc1c(Br)cc(Br)cc1CNn1cnnc1	1.0	19.0	-10.1	0.6	-1.1	-1.6	1.5	-0.7	-0.7
CCOc1ccccc1NC(=O)CSc1nnc(-c2ccccc2Cl)n1Cc1ccco1	-1.6	8.0	8.8	-0.4	0.5	1.6	6.3	12.5	3.1
CCOC(=O)N1CCN(C(=O)c2ccc3c(c2)N(Cc2cc(C)ccc2C)C(=O)c2ccccc2S3=O)CC1 (configuration not stated)	0.4	0.0	1.6	-1.3	0.5	0.6	-0.4	-1.1	-5.0
COc1ccc(Cl)cc1NC(=O)CN(C)CC(=O)Nc1ccc(Br)cc1	-6.9	-3.3	-9.6	-0.4	x	1.4	-5.3	-2.2	4.4
CC1(C(=O)NS(=O)(=O)c2cccc(Cl)c2)CCN1C(=O)COc1ccc(Cl)cc1 (configuration not stated)	-0.2	-0.8	5.3	0.0	-1.3	x	8.0	1.5	0.0
Clc1ccc(Cn2c(/C=C/c3ccco3)nc3ccccc32)cc1	-8.8	-10.2	-4.2	1.6	x	-2.9	12.8	-0.6	12.1
COCCn1c(SCC(=O)Nc2ccccc2C(F)(F)F)nc2ccccc2c1=O	-2.1	-22.1	-0.3	-1.8	-0.5	4.2	3.4	3.9	1.2
CCOc1ccccc1C(=O)N[C@H](C(=O)NCc1ccccc1)C(C)C	-0.2	-0.7	-2.1	-1.2	x	0.1	-0.3	-5.5	0.5
Cc1cc(C)cc(-n2c(C)nc3cc(C(=O)O)ccc32)c1	-1.8	-3.3	5.2	0.1	x	-0.7	-2.5	0.3	-7.4
COc1ccccc1CNC(=O)CCc1nnc2ccc(NCCCN3CCCC3=O)nn12	-3.6	3.8	-15.8	4.7	-1.5	0.0	0.7	6.8	4.0
O=C(Nc1ccc(F)cc1F)c1cc(Cl)sc1Cl	-4.4	-9.2	3.7	-1.4	0.9	1.0	-4.3	-1.6	2.8
O=C(O)[C@H]1C[C@@H]1[C@H](NP(=O)(c1ccccc1)c1ccccc1)c1ccccc1	0.4	1.2	2.0	-0.1	-1.6	-0.8	6.0	-1.6	3.7
C[C@]12C(=O)N(c3ccc(Br)cc3)C(=O)N1[C@H]1c3ccccc3OC[C@@H]1[C@H]2c1ccccc1	-0.1	-1.0	4.4	-0.5	1.2	0.0	13.9	12.2	-0.7

Some of the entries so far, bar-delimited.
canonical_smiles | FadD28 FP inh | BoNT-F LC inh | CCHF vOTU inh | BoNT-A LC inh2 | Mtb BioA inh | Mtb UGM inh | GDH-TPI counter | PrPC surface inh | Mtb FBA inh
CCOc1ccccc1C(=O)N[C@H](C(=O)NCc1ccccc1)C(C)C | -0.2 | -0.7 | -2.1 | -1.2 | x | 0.1 | -0.3 | -5.5 | 0.5
Cc1cc(C)cc(-n2c(C)nc3cc(C(=O)O)ccc32)c1 | -1.8 | -3.3 | 5.2 | 0.1 | x | -0.7 | -2.5 | 0.3 | -7.4
COc1ccccc1CNC(=O)CCc1nnc2ccc(NCCCN3CCCC3=O)nn12 | -3.6 | 3.8 | -15.8 | 4.7 | -1.5 | 0.0 | 0.7 | 6.8 | 4.0
O=C(Nc1ccc(F)cc1F)c1cc(Cl)sc1Cl | -4.4 | -9.2 | 3.7 | -1.4 | 0.9 | 1.0 | -4.3 | -1.6 | 2.8

(continued)
SMILES	FadD28 FP inh	BoNT-F LC inh	CCHF vOTU inh	BoNT-A LC inh2	Mtb BioA inh	Mtb UGM inh	GDH-TPI counter	PrPC surface inh	Mtb FBA inh
CC(C(=O)NCCc1nc2ccccc2[nH]1)n1cc([N+](=O)[O-])cn1 (configuration not stated)	-4.0	-7.1	-6.3	-0.4	x	2.8	-6.7	1.9	-1.7
CN(Cc1ccccc1)C(=O)c1ccc(NC(=O)Cc2cccc(NC(=O)C3CCCN(C(=O)C4CCCC4)C3)c2)cc1 (configuration not stated)	-4.4	0.3	9.6	-0.3	0.1	-0.5	0.8	-3.0	-0.6
CCOC(=O)c1ccc(NC(=O)c2cc(C)nc3ccccc23)cc1	0.3	-12.2	-13.4	0.4	-3.3	-0.7	-5.9	-8.6	-0.5
Cc1ccnc(NS(=O)(=O)c2ccc(NC(=O)/C=C/c3cccs3)cc2)n1	-1.5	0.0	11.8	0.0	x	-0.7	27.6	-6.9	0.1
O=C(NCCN1CCOCC1)c1sc2ccccc2c1Cl	-1.1	1.6	-6.5	0.7	x	1.5	-1.3	-5.2	-1.7
Cn1c(=O)cc(OCCCC(=O)N2CCCCC2)c2ccccc21	0.2	-1.8	-4.1	-0.8	5.7	-3.7	-12.8	4.3	1.5
COc1ccc(S(=O)(=O)N2CCOC2CNC(=O)C(=O)NCCc2ccccc2)cc1 (configuration not stated)	-3.1	-3.8	-0.6	-1.1	-0.8	-0.3	11.5	-3.3	1.1
CCCCNC(=O)c1ccc(NC(=O)C2CCCO2)cc1 (configuration not stated)	-0.6	-8.1	1.6	-0.2	0.0	2.1	5.9	2.4	-3.1
CCOC(=O)C1C(=O)OC(C)(C)C1C(C)C(=O)c1ccc(C)cc1C (configuration not stated)	-1.1	-0.7	-2.1	-0.5	x	-3.1	4.7	2.7	1.1
CC(C)NC(=O)CN1C(=O)NC(CCc2ccccc2)C1=O (configuration not stated)	0.4	-3.4	1.1	-0.2	-2.1	-0.2	5.1	-2.0	1.9
O=[N+]([O-])c1cncc([N+](=O)[O-])c1Nc1cccc(O)c1	-3.5	u	11.2	3.3	-1.0	1.9	11.1	-37.6	-1.4
COC(=O)c1sc(C(F)(F)F)c(-c2ccccc2)c1S(=O)(=O)N1CCOCC1	-2.8	u	-0.1	-1.3	-0.6	x	-5.4	0.6	0.8
COc1cccc2c1nc(C)c1cc(C)oc12	-0.3	0.6	-11.0	0.1	-2.5	-2.0	-5.0	4.9	17.1
CN(C(=O)COC(=O)CNC(=O)c1ccc2ccccc2c1)c1c(N)n(Cc2ccccc2)c(=O)[nH]c1=O	-1.8	11.1	4.4	0.6	-0.3	-11.5	-0.7	-6.1	-0.1
C=CCC(CC=C)(C(N)=O)c1ccccc1	-0.6	-2.8	0.5	-0.3	-0.9	-0.2	-1.2	-2.2	-1.0
CC1(C(=O)NS(=O)(=O)c2cccs2)CCN1C(=O)Cc1ccc(-c2ccccc2)cc1 (configuration not stated)	-2.1	-3.2	0.0	0.2	0.4	x	-5.4	-1.9	-1.6
Cc1ccc(-c2nnc(SCC(=O)NC3CCCC3)n2C)cc1	x	-0.9	10.9	2.2	-1.5	-0.4	5.2	-8.3	2.8
O=C(Nc1ccc(Cl)c(Cl)c1)N(Cc1cccnc1)Cc1ccco1	-18.4	0.4	-5.9	-0.1	0.6	0.7	14.4	-3.9	0.5
Cc1cc(C)c2[nH]c(=O)c(CN(Cc3ccc4c(c3)OCO4)Cc3nnnn3C3CCCC3)cc2c1	-5.0	-6.7	8.2	-0.5	0.3	0.6	8.2	8.1	-1.2
CCOc1ccc(-c2nnc3ccc(SC(C)C)nn23)cc1	-2.8	-3.2	0.8	-0.3	-1.0	1.7	7.5	-1.2	-0.3
Cc1cc(C)c(S(=O)(=O)Nc2cccc3nsnc23)c(C)c1	-1.6	-0.3	16.7	0.8	-0.9	0.2	7.7	8.9	-3.6
CN(CC(=O)Nc1cccc(F)c1)CC(=O)Nc1cc(S(=O)(=O)N2CCOCC2)ccc1Cl	-1.9	-5.1	-3.6	0.7	7.7	-2.7	7.6	4.8	-3.0
CCSc1nnc(-c2ccncc2)o1	-1.0	-8.8	-11.5	-1.4	0.4	1.2	7.8	3.0	3.8
COc1ccc(S(=O)(=O)N2CCN(CC(=O)NC(Cc3ccccc3)C(C)=O)CC2)cc1 (configuration not stated)	-0.7	-0.5	7.5	-0.2	0.1	-2.0	10.8	-5.5	-1.5
CCc1cnc(Nc2nc(C(N)Cc3ccc(Cl)cc3)cs2)nc1 (configuration not stated)	-1.5	-24.8	-1.8	-0.8	-6.5	x	1.8	-7.4	0.4
Cc1ccc(S(=O)(=O)/N=C2\C=C(Nc3cccc(C(=O)O)c3)C(=O)c3ccccc32)cc1	2.9	7.4	105.0*	0.1	6.0	-0.4	17.6	-25.1	-0.5
CCNC(=O)CN(c1ccccc1)S(=O)(=O)c1ccc(Cl)cc1	0.3	2.7	-6.7	u	-0.1	-1.0	16.1	0.8	-0.4
COc1cc2cc3c(N)c(C(=O)Nc4sc(C)c(C)c4C#N)sc3nc2cc1OC	10.9*	5.0	-14.3	3.6	-0.4	-1.2	30.0	-7.6	0.5
COc1ccc(C=NCCc2ccc(OC)c(OC)c2)cc1OC	-2.1	-8.8	-1.5	-0.2	-1.5	x	4.4	-2.5	-2.2
Cc1nc2c3ccccc3n(CC#N)c(=O)n2n1	-4.2	-3.5	6.2	-0.6	0.2	-4.8	-10.9	0.6	1.2
O=C(COC(=O)c1ccccc1NS(=O)(=O)c1ccc(Cl)cc1)NCc1ccccc1	0.2	-2.7	0.1	0.3	x	3.4	3.6	1.9	1.5
COc1cc(CNc2ccc(O)cc2)cc(Br)c1OCc1ccccc1F	-2.7	-4.4	x	-0.7	-0.9	0.8	13.3	x	-2.4
CCC(=O)NNc1cc(=O)c2c(=O)n(C)c(=O)n(C)c2[nH]1	-2.8	-0.8	-0.2	-0.6	x	-0.9	0.5	-0.9	0.2
O=C(NCc1ccco1)/C(=C\c1cccs1)NC(=O)c1ccccc1	-0.8	-5.5	-5.6	-0.9	x	2.6	17.2	-4.8	-1.5
COc1ccc(N(C(=O)COc2cccc(C)c2)S(=O)(=O)c2ccc(C)cc2)cc1	-4.7	-1.1	-0.4	-0.1	x	2.4	-7.5	9.5	2.0

Screening results as filed in PubChem BioAssay.
